Screening results from PubChem.
APE1 inh – blocks human APE1 abasic DNA cleavage. actives 0.35% (n = 350,000). recombinant APE1, TAMRA/BHQ-2 abasic DNA cleavage fluorescence. Potency, µM (highest dose often 65.8 µM), inactives show top-dose activity change, negative = inhibition, actives largely listed as inhibitors. AID 2517;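 note: plate controls were vehicle for no effect and reference inhibitor for full effect; nearly all actives have a fitted effect of over 55% in size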
Target sequence (P27695 whole entry, looked up): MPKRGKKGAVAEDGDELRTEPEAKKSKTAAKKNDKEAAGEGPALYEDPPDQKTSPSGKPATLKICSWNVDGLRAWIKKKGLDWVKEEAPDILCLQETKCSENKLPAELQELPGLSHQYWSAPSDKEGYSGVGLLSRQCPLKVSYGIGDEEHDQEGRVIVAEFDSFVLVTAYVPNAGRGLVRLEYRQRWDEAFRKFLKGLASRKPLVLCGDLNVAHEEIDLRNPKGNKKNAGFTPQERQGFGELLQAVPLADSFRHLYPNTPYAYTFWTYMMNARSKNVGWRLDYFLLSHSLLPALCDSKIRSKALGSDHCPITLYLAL
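Substrate: short duplex with […] THF abasic site, 5'-TAMRA and 3'-BHQ-2, 50 nM final. APE1 at 0.75 nM, preincubated 15 min RT with compound. Fluorescence increase from first to third read measured activity.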
Anesthetic bind – candidate novel general anesthetic via apoferritin binding; P02791; apoferritin/1-aminoanthracene competitive binding, fluorescence; Potency, µM (doses to about 77.5 µM), inactives show top-dose activity change, negative = displacement, usual class: inhibitors; actives 0.074% (n = 350,000); AID 485281; note: nearly all actives have a fitted effect of over 20% in size
Target sequence (P02791 2-175 limits assumed): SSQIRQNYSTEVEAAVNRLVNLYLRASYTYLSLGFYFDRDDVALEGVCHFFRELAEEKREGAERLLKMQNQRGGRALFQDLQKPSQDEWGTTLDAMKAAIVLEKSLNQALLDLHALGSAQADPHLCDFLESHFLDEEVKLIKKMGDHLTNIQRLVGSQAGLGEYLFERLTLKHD
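Read-out: endpoint 1-AMA fluorescence, excitation 380 nm and emission 535 nm, after compounds sit 10 min at room temperature with 10 uM horse-spleen apoferritin in 50% saturated 1-AMA/PBS. Values come from four-parameter Hill fits.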
BLM inh – blocks DNA unwinding by human BLM helicase | P54132 | recombinant BLM DNA unwinding, fluorescence dequenching | Potency, µM (series often up to 56.1 µM), for inactives: top-dose activity change, negative = inhibition, hits mostly inhibitors | actives 0.2% (n = 350,000) | AID 2528;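 note: plate controls were vehicle for no effect and no enzyme for full effect; nearly all actives have a fitted effect of over 35% in size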
Starred values were filed as active, the others as inactive; ? = inconclusive; & = joins results of further samples; [ ] = another dose, or the depositor's remark. Calls come from the whole dose curve; as a rule, active = well fitted curve in the direction sought with a large enough effect; inconclusive = small, poorly fitted or top-dose-only effect, or another doubt; inactive = no such curve, though single readings can be large; an effect the other way counts as inactive or inconclusive. Unless noted, % is set by controls: 0 for no effect and ±100 for the full control effect; potency is the fitted concentration of half-maximal effect. Some of the compounds tested, so the mix of outcomes need not match the whole.

SMILES	APE1 inh	Anesthetic bind	BLM inh
C/C=C/OC(=O)NC(c1ccccc1)[C@@]1(C(=O)OCC)CCCC1=O (some centres undefined)	5.4%[12.4 µM]	-8.5%[15.3 µM]	4.3%[12.4 µM]
CC(=O)OC[C@@H]1O[C@@H](O/N=C2/C[C@@H](O)[C@@H](O)[C@@H]3[C@@H]4C(=O)N(Cc5ccc6c(c5)OCO6)C(=O)[C@H]4CC[C@@H]23)[C@H](OC(C)=O)[C@H](OC(C)=O)[C@@H]1OC(C)=O	?	5.9%[15.3 µM]	1.7%[12.4 µM]
COC(c1ccccc1)C(C)C(OC)C(C)C(OC)C(C)C(C)=O (centres undefined)	-6.3%[12.4 µM]	-6.3%[15.3 µM]	-0.6%[12.4 µM]
CCOC(=O)CCN1C(=O)[C@H]2[C@@H]3[C@H](O)[C@H](O)CC(=O)[C@H]3CC[C@H]2C1=O	2.4%&-10.1%[12.4 µM]	9.0%&4.1%[15.3 µM]	6.3%&-0.8%[12.4 µM]
CC(C)=CCC/C(C)=C/CO/N=C1/C[C@@H](O)[C@@H](O)[C@@H]2[C@@H]3C(=O)N(Cc4ccccc4)C(=O)[C@H]3CC[C@H]12	14.1%[12.4 µM]	7.8%[15.3 µM]	-5.3%[12.4 µM]
CCCn1c(-c2ccc(F)cc2)nc2c(NCCN(C(C)C)C(C)C)nc(C)nc21	1.7%	-9.6%	-8.9%
CCCn1c(-c2ccc(F)cc2)nc2c(NCCN(CC)CC)nc(C)nc21	11.6%	-2.3%	-8.9%
C[C@@H]1/C=C\CC(=O)OC[C@H]2O[C@@H](C=C[C@@H]2O)[C@H](C)/C=C\CC(=O)OC1	13.0%[12.4 µM]	-9.0%[15.3 µM]	-2.1%[12.4 µM]
CC(C)=CCC/C(C)=C/CO/N=C1/C[C@@H](O)[C@@H](O)[C@@H]2[C@@H]3C(=O)N([C@@H](C)c4ccccc4)C(=O)[C@H]3CC[C@@H]12	?	-9.1%[15.3 µM]	-5.1%[12.4 µM]
O=C(O)c1ccc2c(c1)C(=O)N([C@@H](Cc1ccc(O)cc1)C(=O)O)C2=O	0.2%	-17.5%	-0.7%
CC(C)NC(=O)[C@H]1C[C@@H]1[C@H](NC(=O)OCc1ccccc1)c1ccccc1	-2.4%	-0.2%	-1.5%
CC[C@H]1C2=C3C(CC[C@H]4C(OCc5ccc(F)cc5C(F)(F)F)OC[C@](C)([C@@H]34)N(C(=O)OC(C)(C)C)C2)C(COC)C1COC (some centres undefined)	-5.3%	-7.8%	1.0%
COC(=O)c1ccc(C(NC(=O)OCc2ccccc2)/C(F)=C/[C@@H](C)C(=O)NCCc2c[nH]c3ccc(OC)cc23)cc1 (some centres undefined)	-5.0%	-9.8%	-6.1%
COC(=O)Cn1c(C(=O)N(C)C)cc2c1C[C@H]1CN(C(=O)c3ccccc3)[C@@](Cc3ccc(F)cc3)(C(=O)OC)[C@@H]21	?	5.5%	-2.4%
C=C(C)CC1(c2ccccc2)Oc2ccccc2-c2nc3cc(Cl)c(Cl)cc3nc21 (centres undefined)	-4.4%[12.4 µM]	-6.1%[15.3 µM]	4.7%[12.4 µM]
CC(C)CC1(C(=O)O)C=CCN1C(=O)c1ccccc1 (centres undefined)	-1.6%	2.0%	-2.1%
CC(=O)OC[C@@H]1O[C@@H](O/N=C2/C[C@@H](O)[C@@H](O)[C@@H]3[C@@H]4C(=O)N(C5CCCCC5)C(=O)[C@H]4CC[C@H]23)[C@H](OC(C)=O)[C@H](OC(C)=O)[C@@H]1OC(C)=O	0.1%[12.4 µM]	-1.2%[15.3 µM]	-13.6%[12.4 µM]
CCCn1c(-c2ccc(F)cc2)nc2c(NC3CCN(Cc4ccccc4)CC3)nc(C)nc21	-3.2%	-8.1%	4.4%
COc1cc(NS(=O)(=O)c2cccc([N+](=O)[O-])c2)c2ncccc2c1	-11.1%	?	-2.4%
COC(=O)c1ccc(C(NC(=O)c2ccccc2)[C@]2(C)C[C@H]2C2CCCCC2)cc1 (some centres undefined)	-3.4%	-12.7%	-4.9%
CO[C@@H]1COC(=O)[C@H](CCSC)NC(=O)C/C=C\[C@@H](C)COC(=O)[C@@H]2CCCN2C(=O)C/C=C\[C@H]1C	?	-6.8%[15.3 µM]	1.7%[12.4 µM]
COC(=O)c1ccc(C(/C=C/[C@@H](C)C(=O)N[C@H](C)CO)NC(=O)OCc2ccccc2)cc1 (some centres undefined)	-1.2%	-2.3%	-0.7%
Cc1ccc(S(=O)(=O)N[C@H]2COC(=O)[C@H](C)COC(=O)[C@H](C)NC(=O)C/C=C\[C@H]2C)cc1	?	0.0%[15.3 µM]	-4.4%[12.4 µM]
Cc1c(O)ccc2c1OCO2	?	-1.5%[15.3 µM]	0.8%[12.4 µM]
COC(=O)C[C@@H]1O[C@H]1[C@H](C)[C@@H](OC)C(C)C	-1.6%[12.4 µM]	-6.3%[15.3 µM]	-0.2%[12.4 µM]

Compound profiles (already shown). Screens in order: APE1 inh	Anesthetic bind	BLM inh
COC(c1ccccc1)C(C)C(OC)C(C)C(OC)C(C)C(C)=O (centres undefined) is listed as -6.3%[12.4 µM]	-6.3%[15.3 µM]	-0.6%[12.4 µM]
Cc1ccc(S(=O)(=O)N[C@H]2COC(=O)[C@H](C)COC(=O)[C@H](C)NC(=O)C/C=C\[C@H]2C)cc1 is listed as ?	0.0%[15.3 µM]	-4.4%[12.4 µM]
CCCn1c(-c2ccc(F)cc2)nc2c(NCCN(CC)CC)nc(C)nc21 is listed as 11.6%	-2.3%	-8.9%
CCCn1c(-c2ccc(F)cc2)nc2c(NC3CCN(Cc4ccccc4)CC3)nc(C)nc21 is listed as -3.2%	-8.1%	4.4%
CC(C)NC(=O)[C@H]1C[C@@H]1[C@H](NC(=O)OCc1ccccc1)c1ccccc1 is listed as -2.4%	-0.2%	-1.5%

Later entries:
SMILES	APE1 inh	Anesthetic bind	BLM inh
CCCc1cc2c(n1Cc1cc(F)cc(F)c1)C(C)C1CN(C(=O)c3ccccc3)C(C)(C(=O)OC)C21 (centres undefined)	-5.7%	-12.5%	-5.8%
C=CCOC(=O)C(C(C)=O)C(NC(=O)OC)c1ccc2ccccc2c1 (centres undefined)	18.9%[12.4 µM]	-3.2%[15.3 µM]	6.1%[12.4 µM]
C=CCOC(=O)C(C(C)=O)C(NC(=O)OC)c1ccc(Cl)cc1 (centres undefined)	?	-12.7%[15.3 µM]	-1.1%[12.4 µM]
COC(=O)[C@@]1(Cc2ccccc2)[C@H]2c3cc(C(=O)N(C)C)n(CCN4CNCC4=O)c3C[C@H]2CN1C(=O)c1ccccc1	22.1%	-11.7%	3.2%
O=C(NCCC[N+]1=CC=N[C@H]1c1ccccc1)N1CCCc2nc(-c3ccc(Br)cc3)ccc21	-0.9%[12.4 µM]	-3.2%[15.3 µM]	-1.5%[12.4 µM]
CCN1C(=O)[C@H]2[C@H]3[C@H](O)[C@H](O)C/C(=N/OC)[C@@H]3CC[C@@H]2C1=O	26.3%[12.4 µM]	1.0%[15.3 µM]	2.6%[12.4 µM]
CCC/C=C(\CCC)C(NC(=O)OCC(C)C)c1ccccc1 (centres undefined)	-6.0%	0.7%	0.7%
CCN1C(C)=C(C(=O)OC)C(c2ccccc2)N2C(=O)[C@](O)(C(=O)OC)C(c3ccccc3)C(C(=O)c3ccccc3)=C12 (some centres undefined)	16.6%[12.4 µM]	-6.0%[15.3 µM]	-3.5%[12.4 µM]
CO[C@H]1COC(=O)C/C=C\[C@H](C)[C@H](OC)COC(=O)[C@@H](C)COC(=O)C/C=C\[C@@H]1C	5.5%&8.7%[12.4 µM]	5.3%&-1.2%[15.3 µM]	-11.6%&1.0%[12.4 µM]
O=C(N/N=C1/C[C@@H](O)[C@@H](O)[C@@H]2[C@@H]3C(=O)N(C4CCCCC4)C(=O)[C@H]3CC[C@H]12)OCc1ccccc1	?	1.5%[15.3 µM]	-1.0%[12.4 µM]
Cc1nc(NCc2ccccc2)c2nc(-c3ccccc3)n(CC(C)(C)CN(C)C)c2n1	7.1%	-13.4%	-12.9%
COc1cc(OC)cc(-c2nnc3n2N=C(c2ccccc2OC)CS3)c1	?	?	2.6%
COC(=O)NC(/C(C(=O)OC)=C(\C)NCc1ccccc1)c1cccs1 (centres undefined)	?	-4.1%[15.3 µM]	-1.0%[12.4 µM]
CCCNC(=O)OC[C@H]1O[C@@H](CCO/N=C2/[C@H]3O[C@@H]3[C@@H](O)[C@H]3[C@H]2CCn2c(=O)n(-c4ccccc4)c(=O)n23)C=C[C@@H]1Oc1ccc(OC)cc1	0.8%[12.4 µM]	-2.3%[15.3 µM]	-2.5%[12.4 µM]
CC(C)=CCC/C(C)=C/CO/N=C1/C[C@@H](O)[C@@H](O)[C@@H]2[C@@H]3C(=O)N(C(C)(C)C)C(=O)[C@H]3CC[C@@H]12	5.9%[12.4 µM]	-10.2%[15.3 µM]	1.4%[12.4 µM]
CO[C@H]1COC(=O)C/C=C\[C@H](C)[C@@H](OC)COC(=O)[C@@H](C)COC(=O)C/C=C\[C@@H]1C	-10.7%[12.4 µM]	-7.6%[15.3 µM]	1.4%[12.4 µM]
CO/N=C(\C)CCN1CCc2nc(-c3ccccc3)c(-c3ccccc3)cc2C1	-9.5%[12.4 µM]	-6.7%[15.3 µM]	0.1%[12.4 µM]
CCCCCCC#CC1C=CC(OC(C)=O)C(COC(C)=O)O1 (centres undefined)	21.2%[12.4 µM]	1.2%[15.3 µM]	-2.8%[12.4 µM]
CC(C)(C)c1ccc(OC2C(O)COC2/C=C/C#Cc2ccccc2)cc1 (centres undefined)	?	-20.3%&-20.5%[15.3 µM]	-4.3%&-10.8%[12.4 µM]
CC(C)c1cc(C(C)C)c(S(=O)(=O)Nc2cccc3cccnc23)c(C(C)C)c1	-3.7%	25.0%	-9.0%
COC(=O)C1=C(C)N(Cc2ccccc2)[C@]23O[C@](C(=O)OC)(C(=O)N2C1c1ccccc1)C1C(=O)N(C)C(=O)C13 (some centres undefined)	?	-8.9%&-3.6%[15.3 µM]	-0.1%&-1.5%[12.4 µM]
COC(=O)c1ccc(C(NC(=O)OCc2ccccc2)/C(=C/[C@@H](C)C(=O)N(C)Cc2cccnc2)c2cccnc2)cc1 (some centres undefined)	-2.4%	6.7%	0.9%
COC(=O)C/C=C1\c2ccccc2C(OC)C1C (centres undefined)	4.6%[12.4 µM]	-7.2%[15.3 µM]	1.6%[12.4 µM]
CCCC[C@@H]1C[C@H]1C(NC(=O)c1ccccc1)c1ccccc1C(F)(F)F (some centres undefined)	-1.7%	-1.9%	-2.1%
Cc1ccc2[nH]c3nc(CCCn4ccnc4-c4ccccc4)nnc3c2c1	1.1%[12.4 µM]	1.6%[15.3 µM]	-5.8%[12.4 µM]
New compounds follow
SMILES	APE1 inh	Anesthetic bind	BLM inh
COc1ccc(COC(=O)N/N=C2/C[C@@H](O)[C@@H](O)[C@@H]3[C@@H]4C(=O)N(C5CCCCC5)C(=O)[C@H]4CC[C@@H]23)cc1	11.6%[12.4 µM]	-2.7%[15.3 µM]	-0.1%[12.4 µM]
COC(=O)[C@@]1(Cc2ccc(F)cc2)[C@@H]2C(=CC(=O)[C@H]2CC(=O)C(=O)N2CCCC2)CN1C(=O)c1ccccc1	-8.9%	-10.2%	-12.7%
O=C1C=C[C@@H](O)[C@H]2[C@@H]3C(=O)N(C[C@@H]4CCCO4)C(=O)[C@@H]3CC[C@H]12	?	7.3%[15.3 µM]	0.7%[12.4 µM]
Cn1c(=O)n2n(c1=O)[C@H]1[C@H](O)[C@H]3O[C@@H]3/C(=N/OC[C@@H](O)COCc3ccco3)[C@@H]1CC2	13.7%[12.4 µM]	0.5%[15.3 µM]	2.2%[12.4 µM]
COC(=O)C/C=C\[C@@H](C)[C@@H](/C=N\OC[C@@H]1O[C@H](c2ccccc2)C=C[C@@H]1Oc1ccc(OC)cc1)NS(=O)(=O)c1ccc(C)cc1	2.9%[12.4 µM]	-5.4%[15.3 µM]	-1.4%[12.4 µM]
C[C@H](O/N=C1/[C@H]2O[C@@H]2[C@@H](O)[C@H]2[C@H]1CCn1c(=O)n(-c3ccccc3)c(=O)n12)c1cn([C@H]2COC[C@H]2O)nn1	-5.5%[12.4 µM]	5.2%[15.3 µM]	2.1%[12.4 µM]
Cc1ccc2nsnc2c1S(=O)(=O)Nc1cccc2cccnc12	-2.7%	-21.6%	-5.5%
